SW480 rerep = DNA re-replication induction in SW480 cells; hit rate 1.8% among 340,000; AID 624297; SW480 DNA re-replication, Hoechst DNA content imaging, 48 h; Potency, µM (titrated, usually from 46.1 µM), for the others: at the highest dose re-replication activation, actives largely listed as activators; also: potency is read from the fitted curve at half-maximal effect; % of control where 0% means no effect; nearly all actives have a fitted effect of over 55% in size
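DNA re-replication was detected as more nuclei of elevated Hoechst intensity after 48 hr exposure to compound (23 nL pinned per well of 250 cells).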
ATXN2 expr inh = inhibitors of ATXN2 expression. HEK-293 ATXN2-luciferase reporter, luminescence, 24 h. Potency, µM (highest dose often 57 µM), for inactives: top-dose activity change, negative = inhibition, hits mostly inhibitors. hit rate 0.72% among 360,000; also: potency is read from the fitted curve at half-maximal effect; % is scaled to controls: 0 for no effect and ±100 for the full control effect; nearly all actives have a fitted effect of over 55% in size
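ATXN2-luciferase reporter cells (luciferase flanked by upstream and downstream ATXN2 gene portions) were treated 24 h at 37 °C with compounds at up to 57 uM. SteadyGlo luminescence gave expression; GF-AFC fluorescence gave viability.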
HT1080 IDH1KD tx = kills HT-1080 cells with IDH1 knockdown. Potency, µM (highest dose often 46.1 µM), without a hit: top-dose activity, negative = toxicity, usual class: cytotoxic. hit rate 2% among 360,000. AID 686971. HT-1080 IDH1 knockdown viability, ATP luminescence, 48 h;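 also: potency is read from the fitted curve at half-maximal effect; 0% = DMSO wells and -100% = cell-free medium wells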
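HT-1080-IDH1KD cells (IDH1 knocked down), 750/well in RPMI with 5% FBS, treated with compound 48 h at 37 degrees C. Viability by CellTiter-Glo luminescence, normalised to DMSO and no-cell wells; concentration-response curves classed.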
IL-1B inflam inh = blocks inflammasome-driven IL-1 beta release; activity change, % at 57.5 µM; THP-1 LPS/ATP IL-1B secretion, AlphaLISA, 16 h; hits give low values; hit rate 4.7% among 360,000; in the data active = activity change below about -50%; inconclusive = mostly about -30% to -49%; also: % is scaled to controls: 0 for no effect and ±100 for the full control effect
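Secreted IL-1B measured by AlphaLISA bead assay after 16 h compound exposure of THP-1 cells; compounds (final up to 57.5 uM) added 1 h before LPS (250 ng/mL) and ATP (1.25 mM) stimulation; lower signal means less secretion.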
KB-3-1 cytotox = KB-3-1 parental cell cytotoxicity; KB-3-1 viability, CellTiter-Glo ATP luminescence, 72 h; Potency, µM (top dose mostly 46.1 µM), for the others: top-dose activity change, negative = cytotoxic, actives largely listed as cytotoxic; hit rate 1.4% among 400,000; AID 1347075; also: potency is read from the fitted curve at half-maximal effect; % is scaled to controls: 0 for no effect and ±100 for the full control effect; nearly all actives have a fitted effect of over 60% in size
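Here the drug-naive KB-3-1 line serves as comparator for MDR sub-line selectivity; cells received compound titrations, 72 h at 37 °C, then CellTiter-Glo readout.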
HT1080NT lethal = kills 2HG-producing HT-1080-NT fibrosarcoma cells; hit rate 1.6% among 360,000; Potency, µM (top dose mostly 46.1 µM), for inactives: at the top dose activity, negative = less viability, actives largely listed as cytotoxic; AID 686970; HT-1080-NT fibrosarcoma viability, CellTiter-Glo ATP luminescence, 48 h;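 also: NT is the 2HG producing partner of a matched IDH1 knockdown line; potency is read from the fitted curve at half-maximal effect; 0% = DMSO-treated cells and -100% = media-only wells without cells; nearly all actives have a fitted effect of over 55% in size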
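Fibrosarcoma NT cells, 750 per well in 5% FBS RPMI, were exposed to compound for 48 hours. Viability: CellTiter-Glo luminescence.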
MCF10A rerep = induces DNA re-replication in MCF 10a normal breast cells; MCF 10A DNA re-replication, Hoechst nuclear intensity, 48 h; AID 624296; Potency, µM (titrated, usually from 46.1 µM), inactives show at the top dose activity, positive = re-replication, most hits filed as activators; hit rate 2.9% among 350,000; also: potency is read from the fitted curve at half-maximal effect; % of control where 0% means no effect; nearly all actives have a fitted effect of over 50% in size
S2 tox = cell viability loss in ATXN counter-screen. Potency, µM (series often up to 56.7 µM), hits mostly cytotoxic. hit rate 0.49% among 400,000. S2 cells (HEK-293 line with an ATXN2-luciferase reporter) viability, CellTiter-Fluor protease fluorescence, 24 h; also: potency is read from the fitted curve at half-maximal effect; nearly all actives have a fitted effect of over 40% in size
KB-V1 MDR tox = KB-V1 MDR subline cytotoxicity | KB-V1 MDR cells viability, CellTiter-Glo, 72 h | Potency, µM (top dose mostly 46.1 µM), for inactives: at the highest dose activity change, negative = cytotoxicity, hits mostly cytotoxic | hit rate 3.4% among 400,000; also: potency is read from the fitted curve at half-maximal effect; % is scaled to controls: 0 for no effect and ±100 for the full control effect; nearly all actives have a fitted effect of over 60% in size
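Following 72 h at 37 degrees C with compound, KB-V1 cell viability was read by CellTiter-Glo luminescence, medium being phenol-red-free DMEM plus 10% FBS; concentration-response parameters came from normalized, curve-fitted qHTS data.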
* hit, by the source's call; i = inactive; ? = inconclusive; . = no result given; [ ] = another dose, or the depositor's remark. Unless noted, calls follow the shape of the dose curve; as a rule, active = well fitted curve in the direction sought with a large enough effect; inconclusive = small, poorly fitted or top-dose-only effect, or another doubt; inactive = no such curve, though single readings can be large; an effect the other way counts as inactive or inconclusive.

SMILES	SW480 rerep	ATXN2 expr inh	HT1080 IDH1KD tx	IL-1B inflam inh	KB-3-1 cytotox	HT1080NT lethal	MCF10A rerep	S2 tox	KB-V1 MDR tox
CC(CC(=O)O)CC(=O)N1CCN(S(=O)(=O)c2cccs2)CC1 (stereo unspecified)	0%	-5%	-3%	-11	.	-5%	5%	i	.
CC(=O)c1sc(NC(=O)CCS(=O)(=O)c2ccc(F)cc2)nc1C	.	.	?	-94*	-1%	?	.	?	-5%
CN(C)c1ccc(CNc2nc(-c3ccco3)nn2S(=O)(=O)c2ccc3ccccc3c2)cc1	.	5%	.	.	7%	.	.	i	-10%
CN(CCc1ccccc1)Cc1nc(-c2cnccn2)no1	0%	25%	-13%	9	-1%	-9%	-1%	i	-24%
NC(=O)c1c(-c2ccccc2)oc2ccc(O)cc12	-13%	1%	6%	0	17%	-5%	0%	i	0%
COc1ccccc1NC(=O)CCSc1nc(C)cc(C)n1	-6%	-13%	-2%	-5	11%	13%	-5%	i	-30%
COC(=O)c1cc2oc3ccccc3c2n1Cc1nc(-c2cccc(Cl)c2)oc1C	.	5%	.	.	0%	.	.	i	?
CCc1nc2c(OCC(=O)c3ccc(F)cc3)cccn2c1N(C)C(=O)c1ccccc1F	.	6%	6%	-1	0%	5%	.	i	2%
Cc1ccc(-n2c(SCC(=O)O)nc3sc4c(c3c2=O)C(C)CCC4)cc1 (stereo unspecified)	-24%	-4%	-4%	-7	-1%	-4%	-7%	i	0%
CC(C)(C)NC(=O)c1cccnc1Sc1ccccc1	-47%[inhibitor]	1%	17%	-3	10%	-6%	28%	i	-9%
CC(Sc1nnc(C(C)Oc2ccccc2F)o1)C(=O)NCc1ccc2c(c1)OCO2 (stereo unspecified)	-20%	-7%	-12%	-20	?	-7%	2%	i	0%
CCCn1c(SCC(=O)Nc2ccccc2CC)nnc1C(C)C	11%	-9%	?	22	0%	2%	-17%	i	15%
CCCCn1c(N)c(N(CC(C)C)C(=O)CSc2nn(-c3ccc(F)cc3)c(=S)s2)c(=O)[nH]c1=O	-5%	-17%	-2%	-3	-12%	-11%	?	?	14%
COc1cc(C(=O)N[C@H](C(=O)OCC(=O)NC2CCCCCC2)C(C)C)cc(OC)c1OC	-18%	6%	6%	51	6%	0%[9.24 µM]	24%	i	?
C[n+]1ccc(/C=N/Nc2nc(Cl)c(C#N)c(Cl)c2Cl)cc1	?	-23%	-10%	-59*	-17%	?	?	?	0%
Cc1cc(C)n2nc(SCC(=O)Nc3c(C)n(C)n(-c4ccccc4)c3=O)nc2n1	-3%	4%	25%	15	1%	17%	0%	i	21%
CSc1ncc(CN2CCN(C(C)C)C(CCO)C2)cn1 (stereo unspecified)	-9%	.	10%	40	-5%	11%	-2%	i	6%
CSCCC(NC(=O)c1ccco1)c1nc2ccccc2[nH]1 (stereo unspecified)	-7%	.	-1%	-11	-23%	-6%	-1%	i	-18%
CC1CCCC(C)N1C(=O)c1cc(-c2cccs2)on1 (stereo unspecified)	-2%	53%[activator]	-8%	-9	5%	6%	7%	i	?
CCc1ccc(NC(=S)N(CCOC)C2CCN(C(C)=O)CC2)cc1	-14%	.	1%	-17	-2%	0%	-10%	i	-7%
CC1=C(C(=O)OCc2ccccc2)C(c2ccc(Br)cc2)NC(=O)N1CCCCCC(=O)O (stereo unspecified)	2%	1%	-14%	24	0%	-1%	-19%	i	11%
CC(=O)c1ccc(OCCCC(=O)OCC(=O)N2CCN(c3ccccc3)CC2)cc1	-2%	-3%	3%	-5	-11%	1%	-5%	i	0%
CSCCC(NC(=O)c1ccc(Cl)cc1)C(=O)OCC(=O)NCc1ccco1 (stereo unspecified)	-6%	4%	0%	1	-13%	8%	2%	i	-2%
COc1ccc(C(=O)Nc2ccnn2C2CCN(Cc3cccnc3)CC2)cc1	4%	.	3%	-5	3%	1%	-2%	?	22%
CC(C)C(=O)c1cn(CC(=O)NCc2ccc3c(c2)OCO3)c2ccccc12	-12%	3%	-7%	-23	-1%	-6%	?	i	0%

A different layout for some results above.
molecule,SW480 rerep,ATXN2 expr inh,HT1080 IDH1KD tx,IL-1B inflam inh,KB-3-1 cytotox,HT1080NT lethal,MCF10A rerep,S2 tox,KB-V1 MDR tox
CC(CC(=O)O)CC(=O)N1CCN(S(=O)(=O)c2cccs2)CC1 (stereo unspecified),0%,-5%,-3%,-11,.,-5%,5%,i,.
CC(=O)c1sc(NC(=O)CCS(=O)(=O)c2ccc(F)cc2)nc1C,.,.,?,-94*,-1%,?,.,?,-5%
CN(C)c1ccc(CNc2nc(-c3ccco3)nn2S(=O)(=O)c2ccc3ccccc3c2)cc1,.,5%,.,.,7%,.,.,i,-10%
CN(CCc1ccccc1)Cc1nc(-c2cnccn2)no1,0%,25%,-13%,9,-1%,-9%,-1%,i,-24%
NC(=O)c1c(-c2ccccc2)oc2ccc(O)cc12,-13%,1%,6%,0,17%,-5%,0%,i,0%
COc1ccccc1NC(=O)CCSc1nc(C)cc(C)n1,-6%,-13%,-2%,-5,11%,13%,-5%,i,-30%
COC(=O)c1cc2oc3ccccc3c2n1Cc1nc(-c2cccc(Cl)c2)oc1C,.,5%,.,.,0%,.,.,i,?
CCc1nc2c(OCC(=O)c3ccc(F)cc3)cccn2c1N(C)C(=O)c1ccccc1F,.,6%,6%,-1,0%,5%,.,i,2%
Cc1ccc(-n2c(SCC(=O)O)nc3sc4c(c3c2=O)C(C)CCC4)cc1 (stereo unspecified),-24%,-4%,-4%,-7,-1%,-4%,-7%,i,0%

(further entries)
SMILES	SW480 rerep	ATXN2 expr inh	HT1080 IDH1KD tx	IL-1B inflam inh	KB-3-1 cytotox	HT1080NT lethal	MCF10A rerep	S2 tox	KB-V1 MDR tox
O=C(c1cccs1)N1CCN(C(=O)c2ccco2)c2ccccc2C1	-6%	2%	7%	26	1%	3%	-4%	?	-3%
Cc1ccc(NC(=O)CN(C)C(=O)CSc2nc(C)cc(C)n2)cc1	-7%	0%	17%	-16	8%	8%	0%	i	?
Cc1cccc(N2C(N)=C(C#N)C(C#N)(C#N)C2c2ccccc2)c1 (stereo unspecified)	7%	5%	-16%	-9	-13%	-20%	?	i	?
O=S(=O)(N1CCOCC1)n1cnc2ccccc21	-4%	0%	28%	-2	0%	7%	2%	?	3%
Cc1ccc(-c2cc(N)n(Cc3cccc(Cl)c3)n2)cc1	.	-4%	.	.	-20%	.	.	i	10%
C#CCNc1c(C)c(C)nc2ncnn12	2%	-10%	2%	0	-12%	0%	-1%	i	-1%
CC(C)(C)S(=O)(=O)c1ccccc1-c1noc(-c2ccccc2)c1C(N)=O	-15%	-2%	2%	-4	-2%	0%	9%	i	9%
O=C(c1cnccn1)N1CCc2ccccc21	10%	6%	4%	4	1%	5%	-183%[0.0737 µM]	i	?
O=C(Cn1c(=O)n(Cc2ccc(C(=O)NCc3ccccc3Cl)cc2)c(=O)c2ccccc21)Nc1ccc(F)cc1	.	10%	.	.	2%	.	.	i	-3%
NC(=O)C1CCN(C2CC(=O)N(c3cccc(F)c3)C2=O)CC1 (stereo unspecified)	-4%	1%	6%	1	18%	9%	2%	i	3%
CC(C)CN1CCC1(C)C(=O)Nc1cc(-c2ccccc2)nn1C (stereo unspecified)	.	0%	21%	-8	1%	6%	.	i	-28%
O=C(CCNS(=O)(=O)c1ccccc1)NCCCc1ccccc1	4%	4%	10%	14	-6%	15%	2%	i	12%
O=C(COC(=O)[C@H](Cc1ccccc1)NC(=O)c1cccs1)Nc1c(Cl)cccc1Cl	0%	17%	17%	4	10%	18%	7%	i	?
C[C@H](CO)N1C[C@H](C)[C@@H](CN(C)C(=O)Nc2ccc(C(F)(F)F)cc2)Oc2c(NS(=O)(=O)c3cccs3)cccc2C1=O	0%	11%	2%	-5	-1%	8%	-1%	i	-4%
Cc1nc(Nc2nc(CSc3nc4ccccc4[nH]3)cc(=O)[nH]2)nc2ccccc12	?	-4%	4.6µM*	-87*	?	4.1µM*	12µM*	?	0%
COc1cc(N=Nc2ccc(Br)cc2)cc(C=O)c1O	.	.	-24%	-20	?	-16%	.	?	15µM*
COc1cc(-c2nnc3sc(-c4cccs4)nn23)cc(OC)c1OC	?	-20%	-15%	5	6%	-10%	?	i	?
COc1cccc(Cn2cnc(-c3ccccc3OC)c2-c2cccs2)c1	.	-25%	-23%	-3	?	?	.	i	0%
COc1cc(CNc2ccc3[nH]c(=O)[nH]c3c2)cc(Cl)c1OCC(=O)NC(C)(C)C	?	-8%	-11%	-18	-10%	-5%	?	i	-2%
OCc1cn(-c2ccccc2)nc1-c1ccc(-c2nn(-c3ccccc3)cc2CO)cc1	17%	-20%	-19%	-15	-5%	-17%	-12%	i	-18%
CC1(C(=O)NS(=O)(=O)c2ccc(Br)cc2)CCN1C(=O)C/C=C/c1ccccc1 (stereo unspecified)	.	5%	0%	0	0%	2%	.	i	4%
CC1CN(C(=O)COC(=O)c2cncc(Br)c2)CC(C)O1 (stereo unspecified)	.	.	-1%	-1	-3%	0%	.	i	28%
COc1ccccc1CN1C[C@@H]2C[C@@H](c3ccc(Cl)cc3)N3CCC[C@@]23C1=O	22%	-32%	?	-25	-10%	-20%	2%	i	?
CCN(CC)CCN1C(=O)C2C(C(=O)Nc3cccc(C)c3)C3C=CC2(O3)C1C(=O)NC1CCCC(C)C1C (stereo unspecified)	28%	-8%	-20%	-19	2%	-18%	-10%	?	8%
